From PubChem
TNAP activators – stimulation of alkaline phosphatase TNAP activity – biochemical, luminescent, no phosphate acceptor, uHTS, primary screen (AID 1001). purified TNAP, luminescent activation assay, no phosphate acceptor; higher activation fold means a stronger effect. activation fold at 20 µM; hits with a dose series show EC50 in µM. 200,000 compounds, 0.03% hits; in the data active = activation fold from about 3, or a potency from the dose series; inactive = the rest, 99 in 100 with activation fold below about 1.6; also: many of its hits are not listed in these tables
Myeloid diff MLP – myeloid differentiation induction | 360,000 compounds, 1% hits | calls only at 10 µM | ER-HoxA9 myeloid progenitors, lysozyme-GFP differentiation, flow cytometry;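 active = normalized GFP-positive differentiation at or above the plate's own cutoff, the solvent-only control mean plus 3 SD; inconclusive = no clear call, values can overlap the other calls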;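 also: cells exposed to compound for four days before flow analysis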
Salmonella PhoP GFP – inhibitors of PhoP regulon expression, primary screen, Salmonella Typhimurium, GFP reporter (AID 1863) | S. Typhimurium PhoP-regulated promoter GFP reporter, 4 h; higher % means a stronger effect | one-dose inhibition, % at 50 µM; IC50 in µM for titrated hits | 300,000 compounds, 0.16% hits;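 active = inhibition over 29.93%, a cutoff 3 SD above the screen mean, later confirmed by dose response; inconclusive = inhibition over 29.93% but no dose response follow-up; inactive = inhibition at most 29.93% or unconfirmed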;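 also: 0% = low Mg2+ inducing control and 100% = high Mg2+ repressing control; strong numbers were not always called active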
K1F lysis inhibition – inhibition of K1F phage lysis, E. coli UTI89, bacterial capsule biogenesis inhibitors, alamar blue (AID 488966) | E. coli UTI89 K1F phage lysis, alamar blue, 2 h; higher % means a stronger effect | inhibition, % at 100 µM; hits with a dose series show IC50 in µM | 340,000 compounds, 0.02% hits;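 active = phage lysis inhibition, versus mean bacterial control, above a set limit; inconclusive = no clear call, values can overlap the other calls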;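 also: capsule biogenesis inhibitors block K1F phage lysis so surviving cells raise fluorescence; higher fluorescence means more inhibition of phage lysis; actives were called in the ten point dose series up to 300 µM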
NTR1 agonist – agonists of NTR1, primary screen, imaging, U2OS cells, beta-arrestin-GFP, high content (AID 493036); 330,000 compounds, 0.17% hits; activation, % at 20 µM; NTR1-U2OS beta-arrestin-GFP spot imaging, agonist mode; P30989;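 active = activation at or above 40% of the spot to cytoplasm intensity ratio, with at least 20 cells analyzed; inconclusive = wells under 20 cells, flagged as cytotoxic or low count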;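 also: 0% = DMSO without peptide and 100% = 100 nM NTR1 peptide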
Target sequence (P30989 whole entry, looked up): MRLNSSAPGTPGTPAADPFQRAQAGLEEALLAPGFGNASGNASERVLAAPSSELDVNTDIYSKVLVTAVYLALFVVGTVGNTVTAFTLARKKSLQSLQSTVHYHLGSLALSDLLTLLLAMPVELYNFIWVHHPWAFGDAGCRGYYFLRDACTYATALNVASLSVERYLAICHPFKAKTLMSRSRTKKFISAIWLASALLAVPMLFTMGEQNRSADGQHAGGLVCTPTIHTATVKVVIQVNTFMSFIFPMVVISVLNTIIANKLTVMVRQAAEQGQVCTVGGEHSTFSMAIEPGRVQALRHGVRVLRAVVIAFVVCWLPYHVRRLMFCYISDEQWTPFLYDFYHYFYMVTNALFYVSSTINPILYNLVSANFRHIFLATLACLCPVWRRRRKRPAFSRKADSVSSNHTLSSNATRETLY
Rac1 GTP hydrolysis – MgcRacGAP GTPase-activating activity inhibitors, confirmation, biochemical, ADP Hunter fluorescence; MgcRacGAP-stimulated Rac1 GTP hydrolysis, ADP Hunter fluorescence; higher % means a stronger effect; GST-tagged Rac1 F28L mutant substrate; 340,000 compounds, 0.6% hits; one-dose inhibition, % at 30 µM; IC50 in µM for titrated hits;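 active = first-screen hits whose inhibition reached a set limit at any dose in the follow-up dose series; inconclusive = inhibition above the set first-screen limit but never retested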;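 also: fluorescence reports GDP produced by GAP-driven GTP hydrolysis; strong numbers were not always called active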
SV40 large T antigen – SV40 large T antigen inhibitors, biochemical (AID 1903) | inhibition, % at 20 µM; hits with a dose series show IC50 in µM | 310,000 compounds, 0.39% hits | SV40 large T antigen ATPase/helicase inhibition assay; higher % means a stronger effect; in the data active = a potency from the dose series; inconclusive = inhibition mostly from about 32% at the one dose, without a potency; inactive = the rest, 99 in 100 with inhibition below about 32%; also: strong numbers were not always called active
T cell HTS – T cell immune modulation candidate. 2C CD8+ T cell-vesicle binding, flow cytometry; active compounds read low. calls only at 7 µM. 330,000 compounds, 0.068% hits. AID 2052;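 active = response, share of CD8 T cells binding vesicles, and their 90th percentile fluorescence all below set limits, cut at about 80% in these data, passing the limit was not always enough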
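Assay system: 2C TCR transgenic mouse naive CD8+ T cells, MACS-purified | Read-out: CD8+ gate FL2 mean fluorescence as % of same-row positive control | Signal: High-throughput flow cytometry with anti-B7-1 and anti-CD8 staining | Timing: Binding step 1.5 h, 37 °C, antibody labelling 20 min, ice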
RSV antiviral HEp-2 – RSV antiviral activity via CPE protection, HEp-2 cells, primary 10 µM value included (AID 2391); HEp-2 cells, RSV-induced CPE inhibition; higher % means a stronger effect; CPE inhibition, % at 10 µM, or IC50 in µM where a hit was titrated; 310,000 compounds, 0.13% hits; in the data active = a potency from the dose series; inconclusive = CPE inhibition mostly from about 23% at the one dose, without a potency; inactive = the rest, 99 in 100 with CPE inhibition below about 21%; also: strong numbers were not always called active
T cell HTS vesicle-bound % – further read-out of T cell HTS, marked with its call; double positive events, %; measured here: CD8+ vesicle-bound cell fraction;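 binding gate set so that unloaded-vesicle control wells show 10% double positive cells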
NTR1 agonist cell count 20 µM – also measured in NTR1 agonist; calls as there; cell count; measured here: cell count, cytotoxicity flag
Myeloid diff MLP GFP+ MAC1+ % – further read-out of Myeloid diff MLP, marked with its call; GFP+ MAC1+ double positive, %; measured here: differentiation confirmed by MAC1 staining
* = called active by the depositor; i = inactive; ? = inconclusive; . = not tested or not shown; + = active, no number; [ ] = remark or other dose.

SMILES	TNAP activators	Myeloid diff MLP	Myeloid diff MLP GFP+ MAC1+ %	Salmonella PhoP GFP	K1F lysis inhibition	NTR1 agonist	NTR1 agonist cell count 20 µM	Rac1 GTP hydrolysis	SV40 large T antigen	T cell HTS	T cell HTS vesicle-bound %	RSV antiviral HEp-2
COc1ccc(S(=O)(=O)NCC2CCCO2)cc1C(=O)O (stereo not given)	.	i	0.7	-4.8%	0.1%	0.3	100	9.0%	0.7%	i	31.6	2.9%
Cn1c(=O)c2nc(Cl)c(-c3ccccc3)nc2n(C)c1=O	1.1	i	0.5	-16.2%	0.1%[50 µM]	0.3	60	5.3%	-0.8%	i	57.9	5.2%
CN(Cc1ccccc1)C(=O)c1cc(=O)[nH]c2ccccc12	.	i	0.5	-0.2%	0.2%	1.0	44	8.1%	10.7%	i	65.0	4.5%
Cc1ccc(NC(=O)c2scc3c2CCCC3)cc1	1.1	i	0.4	3.2%	2.2%[50 µM]	2.1	38	12.6%	4.8%	i	18.9	5.8%
CCOc1ccc(CSCCNC(=S)Nc2ccccc2)cc1	1.1	i	0.0	9.5%	3.1%	0.7	76	6.8%	-1.0%	i	1.9	-0.6%
Cc1ccccc1-c1nc2ccccc2o1	1.1	i	0.7	8.0%	3.1%	1.3	50	3.0%	5.6%	i	33.6	1.1%
CCC(C)c1c(O)nc(SCC(=O)N2CCOCC2)[nH]c1=O (stereo not given)	1.1	i	22.6	16.9%	0.7%	0.2	63	-0.4%	-16.2%	i	29.5	-0.8%
COc1cccc(CC(=O)OC(C)C(=O)Nc2ccc(N3CCOCC3)cc2)c1 (stereo not given)	.	i	0.4	-2.4%	0.1%[50 µM]	-1.0	81	1.1%	23.8%	i	52.1	-0.8%
CCOc1ccc(N2C(=O)CC(N3CCc4ccccc43)C2=O)cc1 (stereo not given)	1.2	i	1.2	-11.4%	0.3%	0.8	82	2.3%	6.3%	i	24.1	-1.3%
CCCCN(CC)CCNC(=O)c1cc2c(=O)[nH]c3ccccc3c2n1C	1.1	i	0.6	-1.8%	-0.2%	1.0	35	13.4%	2.2%	i	40.1	-0.8%
Cc1csc(N2CCCC2c2nc3cc(Cl)c(N4CCCCC4)cc3n2CCCO)n1 (stereo not given)	.	i	3.8	10.0%	4.5%	-2.8	94	5.4%	16.2%	i	8.9	-1.4%
C#CC(C)(C)NC(=O)CSc1nc2c(c(=O)n(C)c(=O)n2C)n1CCCC	1.1	i	2.6	2.0%	7.6%	10.5	47	2.2%	4.2%	i	36.6	0.7%
Cc1ccc(-c2nnc(CN3CCCCC3C)o2)cc1 (stereo not given)	.	i	0.6	7.6%	-0.7%[50 µM]	0.1	79	-2.3%	6.1%	i	8.6	0.2%
COc1cccc(C(=O)Nc2ccc(N3CCN(C(=O)c4ccco4)CC3)cc2)c1	.	i	5.8	-1.3%	-1.7%	0.5	66	6.8%	13.5%	i	16.1	-1.7%
COc1ccc(N(CC(=O)NCCc2ccc(OC)c(OC)c2)S(=O)(=O)c2ccc(OC)c(OC)c2)cc1	.	i	0.7	3.3%	-0.2%	0.0	44	1.8%	4.3%	i	19.1	0.9%
COc1cccc(CN2CCNC(=O)C2CC(=O)NCCOc2cccnc2)c1OC (stereo not given)	1.1	i	0.2	-6.9%	0.5%	-0.7	88	1.8%	-5.8%	i	53.7	0.8%
COc1cccc(-n2c(CN3CCN(c4ccc(C)cc4)C(C)C3)nc3ccc([N+](=O)[O-])cc3c2=O)c1 (stereo not given)	1.1	i	0.4	-6.7%	0.0%	2.6	64	-3.4%	16.2%	i	3.8	5.7%
CC(C)N(C(=O)NC(=O)NCC1CCCO1)S(C)(=O)=O (stereo not given)	1.2	i	2.7	14.9%	-0.5%[50 µM]	0.8	41	7.2%	4.8%	i	42.7	-0.8%
CC1=NN(c2cccc([N+](=O)[O-])c2)C(=O)C1	1.1	i	0.7	.	-0.6%	-0.1	44	-5.2%	.	i	29.2	0.5%
COc1ccc2[nH]cc(CCN=C3SCC(=O)N3C)c2c1	1.2	i	0.6	-2.4%	4.4%	-1.0	81	9.7%	4.9%	i	6.3	1.1%
Cc1cccc(NC(=O)c2cccnc2)c1	1	i	2.3	-0.5%	1.0%	-4.4	73	3.7%	0.9%	i	16.4	0.1%
CC1CCc2nn(CC(=O)NCCN3CCOCC3)cc2C1 (stereo not given)	1.1	i	1.0	-0.9%	6.8%	-2.2	64	6.0%	-0.1%	i	13.4	1.2%
Cc1ccc(C2NC(=O)c3c(sc(C)c3C)N2)c(O)c1 (stereo not given)	0.9	i	8.3	7.3%	0.5%	0.1	56	21.1%	10.3%	i	17.1	0.1%
CCN(C(=O)COC(=O)COc1ccccc1Cl)c1c(N)n(Cc2ccccc2)c(=O)[nH]c1=O	.	i	0.9	.	0.1%[50 µM]	2.2	61	-0.3%	.	i	26.7	1.7%
CCn1c(SCC(=O)Nc2ccc3c(c2)OCO3)nc2ccccc21	1.1	i	1.4	3.9%	-1.2%	-1.3	90	-8.8%	7.8%	i	51.4	1.7%
CCOc1ccc(C(=O)Nc2cccc(C(C)=O)c2)cc1[N+](=O)[O-]	1.1	i	0.4	-3.0%	-0.4%	-0.2	50	3.5%	10.3%	i	33.8	-0.2%
O=C(Nc1ccc2c(c1)OCO2)C(=O)c1c[nH]c2ccccc12	.	i	1.2	-10.6%	0.2%	-0.1	59	-5.2%	7.1%	i	11.9	1.5%
CC(=O)N1CCN(C(=O)COC(=O)CNC(=O)c2ccccc2C)CC1	.	i	0.3	0.2%	0.8%[50 µM]	-1.7	50	-2.2%	9.4%	i	51.8	2.1%
CCN(CC)CCn1c2ccccc2c2nc3ccc([N+](=O)[O-])cc3cc21	.	?	.	-2.1%	.	-1.1	48	.	7.6%	i	30.7	-2.2%
Cc1ccccc1-c1nnc(SCC(=O)Nc2ccc3c(c2)OCCO3)n1N	1.1	+	2.6*	13.3%	0.1%	0.0	85	8.3%	1.0%	i	37.8	1.6%
CCOC(=O)c1sc(NC(=S)NC(=O)c2ccccc2Cl)c(C(=O)OCC)c1C	1	i	0.9	5.3%	1.1%	-0.6	84	-4.6%	1.5%	i	47.5	3.7%
COc1ccc(OC)c(N(CC(=O)O)S(=O)(=O)c2ccc(OC)c(OC)c2)c1	1	+	4.9*	-15.0%	-0.6%	-0.6	54	0.6%	0.7%	i	10.0	2.9%
CSc1ccccc1OCc1cc(C(=O)N2CCCC2c2nonc2C)no1 (stereo not given)	.	i	2.7	-2.0%	2.8%	-0.6	66	6.1%	7.5%	i	24.0	3.3%
Cc1cc(NC(=O)CSc2nnc(CNc3ccc(F)cc3)n2C2CCCCC2)no1	1	i	1.0	-9.2%	8.1%	4.1	56	5.5%	0.0%	i	33.0	0.5%
O=C(COC(=O)c1cn(-c2ccccc2)nc1-c1cccs1)NC1CC1	1.1	i	0.4	-1.4%	0.1%	-0.2	43	15.1%	0.4%	i	35.5	0.6%
O=C(OCn1ncc(Br)c(Br)c1=O)c1ccccc1Cl	1	?	.	14.4%	-7.6%	-1.3	16	12.8%	18.7%	i	40.2	-2.2%
COc1ccc(OC)c(N(CC(=O)Nc2cccnc2)S(=O)(=O)c2ccccc2)c1	1.1	i	0.7	-5.2%	-0.5%	0.9	92	-4.2%	0.8%	i	42.8	0.8%
CCN(C(=O)CN1C(=O)NC2(CCc3ccccc32)C1=O)C1CCS(=O)(=O)C1 (stereo not given)	.	i	0.1	.	0.3%[50 µM]	0.2	63	3.3%	.	i	43.7	0.1%
Cc1nnc(SCc2c(Cl)cccc2Cl)s1	1	i	0.6	-2.1%	0.7%	-0.2	44	12.7%	1.7%	i	15.2	2.6%
C=CCc1cc(Cl)ccc1OCCOCCNC(C)(C)C	1	i	0.3	5.1%	0.1%	-0.4	81	24.0%	-3.8%	i	48.8	-1.0%
Cc1ccc2cc3c(nc2c1)OCC3	.	i	0.1	5.1%	-0.1%	-0.4	58	6.3%	13.2%	i	18.2	2.9%
CCCOc1ccc(C(=O)CCC(=O)OCC(=O)N(C)c2c(N)n(Cc3ccccc3)c(=O)[nH]c2=O)cc1	.	i	1.7	0.1%	-0.6%[50 µM]	0.2	59	4.4%	10.0%	i	11.4	2.2%
COc1ccc(NC(=O)CN(C)C(=O)c2ccc3c(c2)OCCO3)cc1	.	i	0.7	-0.3%	1.1%[50 µM]	0.7	60	3.0%	14.6%	i	42.7	1.9%
CCOCCn1c(=O)c2c(nc3n2CCN3c2ccc(C)cc2)n(C)c1=O	.	i	0.4	.	-0.2%[50 µM]	-2.0	60	3.1%	13.7%	i	53.1	3.6%
CCOc1ccc(NS(=O)(=O)c2cc(C(=O)N3CC(C)OC(C)C3)ccc2C)cc1 (stereo not given)	.	i	0.4	-4.6%	1.2%[50 µM]	0.3	62	6.9%	4.3%	i	52.8	-0.6%
O=C(Nc1ccc([N+](=O)[O-])cc1Cl)c1cc(Cl)ccc1O	.	.	.	-3.6%	-0.5%	5.2	58	5.8%	14.7%	i	11.1	-3.0%
CCc1cccc(NC(=O)CCC(=O)N2CCSc3ccccc32)c1	.	i	6.4	.	2.6%	-2.6	66	3.8%	.	i	28.9	6.1%
O=c1c2ccccc2cnn1Cc1n[nH]c(=S)n1-c1ccc(F)cc1	1	i	0.1	-9.1%	0.1%	-0.3	84	4.2%	4.8%	i	42.5	0.1%
CCOc1ccc(/C(O)=C2/C(=O)C(=O)N(c3ncccn3)C2c2ccc(Cl)cc2)cc1 (stereo not given)	.	i	0.5	3.0%	.	-0.4	73	.	11.2%	i	45.3	1.9%
Cc1noc(C)c1CN(C(=S)NC1CC1)c1ccccc1	1.2	i	0.2	-2.8%	4.6%	-0.8	38	9.4%	9.5%	i	52.8	1.5%

Random draw from the library. Share with any hit: about 2.3%.
